PfHsp40 yeast: rescue of PfHsp40-mediated yeast toxicity. S. cerevisiae expressing PfHsp40, growth rescue, ATP luminescence. growth rescue, % at 12.5 µM. actives 0.68% (n = 340,000); in the data active = growth rescue above about 28%, passing the limit was not always enough; inconclusive = no clear call, values can overlap the other calls;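 note: yeast W303a lacking pdr1 and pdr3 grown in galactose medium; growth measured after three days at 30 °C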
TcdB GH inh: inhibitors of Clostridioides difficile toxin B glycohydrolase; P18177; TcdB glycohydrolase enzymatic assay, plate reader; inhibition, % at 9.99 µM; actives 0.24% (n = 350,000); AID 652162; in the data active = inhibition above about 10%
Target sequence (P18177 whole entry, looked up): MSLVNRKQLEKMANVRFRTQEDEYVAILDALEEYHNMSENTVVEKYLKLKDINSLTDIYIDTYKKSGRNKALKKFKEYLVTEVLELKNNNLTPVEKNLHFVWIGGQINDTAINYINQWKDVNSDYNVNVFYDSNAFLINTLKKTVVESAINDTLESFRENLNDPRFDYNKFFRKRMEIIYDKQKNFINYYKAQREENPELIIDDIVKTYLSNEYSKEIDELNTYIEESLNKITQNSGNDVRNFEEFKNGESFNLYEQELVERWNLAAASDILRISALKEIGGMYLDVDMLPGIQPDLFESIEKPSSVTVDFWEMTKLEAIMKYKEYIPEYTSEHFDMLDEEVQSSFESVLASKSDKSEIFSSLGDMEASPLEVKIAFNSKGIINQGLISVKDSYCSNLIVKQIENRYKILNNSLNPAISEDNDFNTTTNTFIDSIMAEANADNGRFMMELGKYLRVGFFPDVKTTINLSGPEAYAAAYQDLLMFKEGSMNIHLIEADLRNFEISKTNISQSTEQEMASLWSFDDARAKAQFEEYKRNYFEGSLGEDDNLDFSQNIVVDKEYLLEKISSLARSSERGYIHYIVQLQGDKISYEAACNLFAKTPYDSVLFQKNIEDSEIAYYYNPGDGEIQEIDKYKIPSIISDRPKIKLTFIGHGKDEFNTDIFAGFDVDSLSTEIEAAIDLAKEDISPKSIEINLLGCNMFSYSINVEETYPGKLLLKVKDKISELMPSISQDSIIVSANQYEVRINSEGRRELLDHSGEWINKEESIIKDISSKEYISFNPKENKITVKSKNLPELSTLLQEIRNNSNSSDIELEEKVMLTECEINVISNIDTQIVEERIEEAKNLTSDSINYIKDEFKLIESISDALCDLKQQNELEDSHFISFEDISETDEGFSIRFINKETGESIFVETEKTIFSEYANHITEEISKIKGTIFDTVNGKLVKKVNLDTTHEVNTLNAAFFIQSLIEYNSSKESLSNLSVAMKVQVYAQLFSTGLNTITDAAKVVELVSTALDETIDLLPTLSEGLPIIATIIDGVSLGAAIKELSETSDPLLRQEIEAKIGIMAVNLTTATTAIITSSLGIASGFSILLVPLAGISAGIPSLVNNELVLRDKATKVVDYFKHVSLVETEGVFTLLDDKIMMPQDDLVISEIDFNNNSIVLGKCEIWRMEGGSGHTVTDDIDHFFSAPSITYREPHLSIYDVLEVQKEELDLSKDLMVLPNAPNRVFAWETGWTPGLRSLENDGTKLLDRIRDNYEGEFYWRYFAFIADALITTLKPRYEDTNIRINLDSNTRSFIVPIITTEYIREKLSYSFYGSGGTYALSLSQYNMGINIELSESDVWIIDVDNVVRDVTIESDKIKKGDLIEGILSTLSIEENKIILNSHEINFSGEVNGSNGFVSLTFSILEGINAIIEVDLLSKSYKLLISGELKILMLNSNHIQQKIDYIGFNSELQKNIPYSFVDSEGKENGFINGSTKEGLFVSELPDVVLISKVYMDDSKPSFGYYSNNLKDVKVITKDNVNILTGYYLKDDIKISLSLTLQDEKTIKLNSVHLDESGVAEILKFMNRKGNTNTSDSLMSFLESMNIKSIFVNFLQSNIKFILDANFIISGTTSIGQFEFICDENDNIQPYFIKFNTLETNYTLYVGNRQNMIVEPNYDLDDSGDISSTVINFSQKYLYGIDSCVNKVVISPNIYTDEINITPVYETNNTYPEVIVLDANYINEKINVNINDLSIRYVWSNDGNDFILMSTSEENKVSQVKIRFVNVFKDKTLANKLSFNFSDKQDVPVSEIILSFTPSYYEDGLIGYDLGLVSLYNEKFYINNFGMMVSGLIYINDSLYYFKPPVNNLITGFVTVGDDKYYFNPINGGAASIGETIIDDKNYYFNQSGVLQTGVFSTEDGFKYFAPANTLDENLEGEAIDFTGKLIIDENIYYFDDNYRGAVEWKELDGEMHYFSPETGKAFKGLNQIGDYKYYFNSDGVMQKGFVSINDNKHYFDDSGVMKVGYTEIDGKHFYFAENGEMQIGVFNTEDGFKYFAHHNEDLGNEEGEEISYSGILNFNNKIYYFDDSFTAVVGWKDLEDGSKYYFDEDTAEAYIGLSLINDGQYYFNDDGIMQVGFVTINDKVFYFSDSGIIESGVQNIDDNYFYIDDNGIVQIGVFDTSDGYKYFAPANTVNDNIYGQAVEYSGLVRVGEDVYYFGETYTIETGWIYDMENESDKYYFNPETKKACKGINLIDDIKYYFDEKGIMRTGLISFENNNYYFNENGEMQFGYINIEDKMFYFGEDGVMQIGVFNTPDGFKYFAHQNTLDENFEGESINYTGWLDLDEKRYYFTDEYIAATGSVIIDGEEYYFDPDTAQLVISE
Y pestis TopoI: Y. pestis Topo-I inhibition via cleavage products; Y. pestis Topo-I cleavage product accumulation, plate reader; activity, % at 10 µM; actives 0.064% (n = 360,000); in the data active = activity above about 50%, passing the limit was not always enough; inconclusive = no clear call, values can overlap the other calls; note: inactives centre near 2
PrPC surface inh: inhibitors of human cell surface prion protein PrPC | AID 720596 | inhibition, % at 13.8 µM | TR-FRET read-out | P04156 | actives 0.43% (n = 370,000); in the data active = inhibition above about 24%; note: 0% = median of the test wells and 100% = reference compound wells
BoNT-F LC inh: inhibitors of Botulinum neurotoxin F light chain protease. Multiplex microsphere protease cleavage assay, flow cytometry. inhibition, % at 10 µM. actives 0.22% (n = 360,000). AID 588497; in the data active = inhibition above about 35%, passing the limit was not always enough; inconclusive = no clear call, values can overlap the other calls; note: plate controls were buffer without enzyme for full effect and enzyme alone for no effect
BoNT-A LC inh2: blocks Botulinum neurotoxin A light chain protease. multiplex microsphere protease substrate cleavage, flow cytometry. inhibition, % at 10 µM. actives 0.17% (n = 360,000). AID 588499; note: plate controls were buffer without enzyme for full effect and enzyme alone for no effect
Anthrax LF inh2: blocks Bacillus anthracis lethal factor protease | AID 588501 | multiplex microsphere protease cleavage assay, LF | inhibition, % at 10 µM | actives 0.12% (n = 360,000) | P15917; note: plate controls were buffer without enzyme for full effect and enzyme alone for no effect
FadD28 FP inh: inhibitors of Mycobacterium tuberculosis FadD28 bisubstrate binding | FadD28 bisubstrate probe binding, fluorescence polarization | inhibition, % at 12.5 µM | actives 0.22% (n = 360,000); in the data active = inhibition above about 8.5%, passing the limit was not always enough; inconclusive = no clear call, values can overlap the other calls
CCHF vOTU inh: CCHFV vOTU protease inhibition; Pep-AMC fluorescence; inhibition, % at 11.5 µM; actives 0.55% (n = 370,000); in the data active = inhibition above about 30%; note: 0% = vehicle wells with enzyme and 100% = no enzyme wells
The depositor's hits bear a star; ? = inconclusive; / = no result given; & = joins results of further samples. Cut-off read from the data, not from the text of the source, unless noted: active = inhibition above about 30%; inconclusive = no clear call, values can overlap the other calls; inactive = below that.

no.	canonical_smiles	PfHsp40 yeast	PrPC surface inh	Anthrax LF inh2	FadD28 FP inh	TcdB GH inh	BoNT-A LC inh2	Y pestis TopoI	BoNT-F LC inh	CCHF vOTU inh
1	Cc1ccc(OCc2nnc(SCC(=O)N3c4ccccc4Sc4ccc(Cl)cc43)o2)cc1	-0.5	-3	-3	-1.8	-3.9	-0.2	7	-3	4
2	CCOc1cccc(C(=O)Nc2nnc(-c3ccco3)s2)c1	-0.1	0	0	0.2	/	-1.2	-12	6	6
3	O=C(COC(=O)c1ccc2ncsc2c1)Nc1ccccc1Cl	-0.1	-3	-4	-4.8	0.2	-3.5	5	-3	19
4	CNS(=O)(=O)c1ccc(N2CCCC2=O)c([N+](=O)[O-])c1	0.1	-4	-1	-2.9	/	-0.7	-7	0	-3
5	O=C(Nc1ccc(N=Nc2ccccc2)c(NC(=O)C2CCCO2)c1)C1CCCO1 (stereo not drawn)	18	-35	1	-3.2	/	-0.7	24	-8	24
6	CC(C)C[C@@H](CN1CCC[C@@H]1CN1C(=S)NC[C@@H]1Cc1ccc(O)cc1)N1C[C@H](Cc2ccccc2)N(CCc2ccccc2)C1=S	/	/	0	-0.1	/	0.5	/	0	/
7	O=C1CCCN2N=C(SCC(=O)Nc3cccc(Cl)c3)SC2=N1	-0.5	8	-3	-2.5	-1.7	-1.9	-6	-5	-1
8	CCCN1CNc2c(c(=O)[nH]c(=S)n2CCc2ccccc2)C1	-0.1	9	-3	1.1	1.1	0.1	8	4	-13
9	CCOC(=O)c1nnn(-c2nonc2-c2ccccc2)c1C	-0.5	3	-10	-2.2	/	-1.3	-5	5	-1
10	COCCCNC(=S)NNC(=O)c1csc(C)n1	-2.1	8	-5	-3.5	-2.4	?	-1	?	4
11	COC(=O)C1=C(c2ccc(C(C)=O)cc2)C[C@@H]2CC[C@H]1N2C(=O)N1CCCCC1	-0.6	/	-2	-3.6	/	-0.4	2	1	/
12	CCn1c(-c2ccc(F)cc2)n[nH]c1=S	2.0	5	0	0.6	/	0.4	2	9	12
13	O=C1C=C(Nc2ccccc2)CC(c2ccccc2)C1 (stereo not drawn)	1.5	2	-3	-1.9	1.1	-1.8	2	-4	-4
14	CC(C)CC1(C(=O)NCc2ccccn2)C=CCN1C(=O)c1ccccc1 (stereo not drawn)	0.1	-3	5	1.4	1.1	0.0	-1	2	7
15	Cc1cccc(NC(=O)CN2C(=O)N/C(=C/c3ccc(-c4cccc(C(=O)O)c4C)o3)C2=O)c1	-0.6	5	-5	?	0.0	0.6	7	0	7
16	CC(NC(=O)CCl)c1ccccc1Br (stereo not drawn)	0.9	-6	-4	-2.3	1.2	-0.7	1	-14	-12
17	COc1ccc(NC2CCCN(C(=O)COc3ccc(C)cc3)C2)cc1 (stereo not drawn)	-0.4	5	-3	-0.3	3.3	-1.2	6	-8	-8
18	CC(C)CNC(=O)[C@H](Cc1ccccc1)NC(=O)c1cccs1	0.4	0	7	/	1.0	-1.1	7	-7	4
19	COc1cccc(CNCc2cc(OC)cc(OC)c2)c1	0.8	-8	/	-0.2	-0.3	/	8	/	10
20	S=C(NC1CC2CCC1C2)N1CCN(c2cccc(Cl)c2)CC1 (stereo not drawn)	1.8	-1	0	-2.5	0.9	0.2	-8	-3	13
21	CC(C)c1cc(C(N)=O)c(NC(=O)c2cccc(COc3ccc(Cl)cc3)c2)s1	13	-2	-6	-0.2	/	0.4	-7	15	-12
22	Cc1cccc(-n2c(SCC(=O)N3CCC(C(=O)O)CC3)nc3ccccc3c2=O)c1C	-0.7	0	-12	-2.3	0.8	-3.4	5	-41	4
23	COc1ccccc1-c1cc(C(=O)NCCc2ccccc2)no1	9.5	6	-2	-1.3	/	-2.2	5	-28	-1
24	COc1cccc(N=Cc2c[nH][nH]c2=O)c1	-1.1	3	3	0.2	/	0.1	5	-5	-6
25	COC(=O)/C=C1/SC(=NC(=O)c2ccccc2)NC1=O	0.7	-4	-1	-3.1	4.5	0.0	4	-2	6
26	O=C(COC(=O)c1c[nH]c2ccccc12)Nc1cccc(F)c1	-0.5	6	2	/	1.0	2.1	-7	-1	-5
27	Cc1ccc(-n2nnnc2C(=Cc2ccc(N(C)C)cc2)c2nnnn2-c2ccc(C)cc2)cc1	0.7	1	-3	-1.9	/	-0.3	0	3	-12
28	Fc1cccc(/C=N/N=C/c2cccc(F)c2)c1	0.0	0	-3	0.4	-1.1	-0.8	10	0	-8
29	COc1ccc2oc(=O)cc(CN(C)Cc3ccccc3)c2c1	-0.7	-3	-5	-2.3	2.4	-4.4	5	?	4
30	O=C(c1ccc(Br)cc1)c1sc(N2CCOCC2)nc1-c1ccccc1	-0.9	-4	12	-1.0	0.8	24	18	8	3

Entries by screen from above:
Compounds 17 to 28 in BoNT-A LC inh2: -1.2, -1.1, /, 0.2, 0.4, -3.4, -2.2, 0.1, 0.0, 2.1, -0.3, -0.8

Later entries:
no.	canonical_smiles	PfHsp40 yeast	PrPC surface inh	Anthrax LF inh2	FadD28 FP inh	TcdB GH inh	BoNT-A LC inh2	Y pestis TopoI	BoNT-F LC inh	CCHF vOTU inh
31	NS(=O)(=O)c1ccc(CCNC(=O)CSc2nc3ccccc3c(=O)n2CCC(=O)N2CCCCC2)cc1	0.1	3	-9	0.3	1.6	-0.4	4	2	-2
32	Clc1ccc2nc(-c3ccco3)c(Cc3ccsc3)n2c1	/	-3	4	-5.0	0.0	4.5	/	-9	5
33	CCCC(=O)Nc1nnc(-c2ccc(Cl)s2)o1	1.3	10	-3	1.1	0.8	-0.4	-4	6	5
34	CCCC(=O)c1c[nH]c(C(=O)NCc2ccco2)c1	0.9	6	-2	-2.8	/	0.6	5	5	4
35	O=C(CCN1C(=O)c2ccc(Br)cc2C1=O)NC1CCCCC1	-1.1	4	-4	1.1	0.6	0.6	8	-4	-1
36	COc1cc(CN2CCN(C(=O)Cc3ccccc3)CC2)cc(OC)c1OC	0.5	-1	-19	-0.1	1.4	-5.8	8	-17	5
37	O=S(=O)(c1ccccc1)c1nc(-c2ccco2)oc1NCc1cccnc1	0.0	-6	-2	-1.2	/	2.4	-2	12	4
38	O=C(Cn1c(=O)oc2cc(S(=O)(=O)N3CCCC3)ccc21)N1CCc2ccccc2C1	-0.1	2	-5	-0.5	0.3	-0.3	-5	-4	-8
39	C=CCOc1ccc(CNn2c(C)n[nH]c2=S)cc1OC	-0.7	-3	-8	-0.9	/	0.0	-6	-22	3
40	O=C(NN=Cc1c(O)ccc2ccccc12)C1CC1	-1.5	-1	3	0.5	-13	-0.1	2	0	-2
41	CSCc1ccc(C(=O)Nc2cccc(C)c2C)cc1	0.7	4	-1	-3.9	/	0.3	-3	-1	-12
42	CCOc1ncccc1C(=O)OCC(=O)c1cc(C)n(Cc2ccco2)c1C	0.6	2	-2	-2.3	/	-0.5	23	-5	6
43	O=C(Oc1nsnc1N1CCOCC1)N1CCCC1	0.2	-1	-7	-2.9	/	-0.1	-7	-1	4
44	O=C(NC(=O)c1ccc(F)cc1F)Nc1ccc(Cl)cc1	-0.7	8	-4	0.8	0.3	-0.8	2	-4	0
45	COc1ccc(OC)c(N(CC(=O)Nc2cccnc2)S(=O)(=O)c2ccc(C)cc2)c1	-0.7	3	-1	-0.7	0.1&-2.7	-0.5	25	-4	17
46	O=[N+]([O-])c1ccccc1C(=Nc1ccccc1)c1c(O)cc(O)cc1O	/	-6	-11	1.4	-3.5	0.5	-5	4	12
47	CC1CC(C)CN(C(C)C(=O)Nc2cc(S(=O)(=O)N3CCCCC3)ccc2Cl)C1 (stereo not drawn)	0.2	-8	-1	-3.2	2.1	-0.5	2	-8	3
48	COc1ccc(NC(=O)Nc2cccc3ccccc23)cc1OC	0.0	-4	0	2.4	0.5	0.9	5	6	-6
49	CCN(CC)C(=O)c1cn(CCC#N)nc1-c1ccc2ccccc2c1	-1.2	4	-4	-1.0	1.9	-3.6	10	5	-8
50	O=C(Nc1ccccc1Cl)C1CCN(S(=O)(=O)c2cccc3nonc23)CC1	0.0	-26	0	-2.3	1.0	-0.9	2	-4	2
51	COc1ccc(CCNC(=O)c2ccc(OCc3c(C)noc3C)c(OC)c2)cc1	-0.3	-5	1	-1.2	2.1	-0.4	7	-9	6
52	Cc1noc(C)c1C(=O)OCC(=O)NCc1ccccc1	-0.8	5	3	-0.8	1.8	0.3	7	6	-12
53	CC1(C)C(=O)Nc2ccccc2N1C(=O)COC(=O)Cc1c(F)cccc1Cl	1.3	0	-1	-4.3	1.1	0.0	18	7	13
54	COCCN(CCOC)S(=O)(=O)c1ccc(C(=O)Nc2nnc(CSC)o2)cc1	-1.8	9	1	-0.2	0.8	-0.2	0	-3	13
55	Cc1ccc(S(=O)(=O)N2CCCCC2)cc1NC(=O)COC(=O)CNC(=O)c1cc(Cl)cc([N+](=O)[O-])c1	-1.2	-8	-3	-1.6	-0.1	-0.1	7	-6	14
56	COC(=O)c1ccc(C(c2c(C)n(C)n(-c3ccccc3)c2=O)c2c(C)n(C)n(-c3ccccc3)c2=O)cc1	-0.9	8	-6	-3.8	-0.4	-1.9	0	?	2
57	O=C(c1ccco1)N1CCN(C(=O)c2ccc(Br)o2)CC1	/	-5	-9	-4.9	-0.2	-0.1	6	-5	-9
58	COCCn1nc2cc(C(=O)NCc3cc(C(F)(F)F)cc(C(F)(F)F)c3)ccc2c1OC	1.8	0	-6	-1.0	0.0	0.0	6	-5	-27
59	CCCC(=O)c1cc2c(cc1NC(=O)c1cccs1)OCCO2	1.4	3	1	-1.4	/	0.2	13	0	-2
60	Cc1ccc(N2C(=O)N(CC(=O)c3cc(C)ccc3C)C(=O)C2C)cc1 (stereo not drawn)	2.9	1	0	-1.2	/	0.3	31	4	-4

Two compounds from above, reduced to FadD28 FP inh and CCHF vOTU inh:
No.	compound	FadD28 FP inh	CCHF vOTU inh
57	O=C(c1ccco1)N1CCN(C(=O)c2ccc(Br)o2)CC1	-4.9	-9
58	COCCn1nc2cc(C(=O)NCc3cc(C(F)(F)F)cc(C(F)(F)F)c3)ccc2c1OC	-1.0	-27

The results go on.
no.	canonical_smiles	PfHsp40 yeast	PrPC surface inh	Anthrax LF inh2	FadD28 FP inh	TcdB GH inh	BoNT-A LC inh2	Y pestis TopoI	BoNT-F LC inh	CCHF vOTU inh
61	S=C(c1ccc(OCc2ccccc2)cc1)N1CCCC1	0.3	-2	-4	-2.5	1.4	2.1	11	-2	-6
62	COC(=O)c1c(NC(=O)c2ccco2)sc(C(=O)N2CCCC2)c1C	-1.5	-2	-2	-2.2	0.6	0.1	0	-6	-4
63	CC(=O)Nc1cccc(Oc2cc(C#N)c(C#N)cc2N2CCCCCC2)c1	2.0	6	0	-8.9	/	-0.3	40	-8	17
64	CCCCn1c(/N=C/c2ccc(N(C)C)cc2)nc2ccccc21	1.1	7	2	-1.2	/	-0.2	2	-7	9
65	O=C(Nc1ccc(OC(F)(F)F)cc1)c1cnc2n(c1=O)CCS2	0.8	-4	-2	-4.1	1.0	-0.1	7	-4	1
66	CCOC(=O)C1CCCN(C2=NC(=O)/C(=C/c3ccc(OC)c(OC)c3)S2)C1 (stereo not drawn)	1.7	-2	-11	/	0.7	-1.0	2	8	5
67	COc1cccc(CNC(=O)COC(=O)CN2C(=O)NC3(CCCCC3C)C2=O)c1 (stereo not drawn)	-0.4	-2	-1	-0.7	2.6	-4.5	1	-11	-7
68	COc1cc(OC)c(NC(=O)c2cc(S(=O)(=O)N3CCOCC3)cn2C)cc1Cl	0.4	6	8	-1.6	0.2	0.0	4	15	-5
69	COc1cc(NC(=O)c2cccs2)c(C(=O)OCC(=O)NCc2ccco2)cc1OC	0.4	-3	/	-0.7	/	/	23	/	-4
70	CC(C)C1OC(CCc2ccccc2)Cc2[nH][nH]c(=O)c21 (stereo not drawn)	/	4	-3	/	1.0	0.2	/	1	33*
71	CC1C2Cn3c(nc4ccccc43)C1N(C)O2 (stereo not drawn)	-1.0	-3	0	0.5	1.6	0.2	6	2	-7
72	CCN(CCNC(=O)c1ccc(CSc2nc3ccncc3[nH]2)cc1)c1ccccc1	-0.2	-5	-13	-3.3	0.3	-0.2	-9	-5	-11
73	CCCNC(=O)C1(C)CCCN(C(=O)c2ccc(C)c(F)c2)C1 (stereo not drawn)	/	7	-5	-1.8	3.8	-0.4	-1	-2	13
